KCNK3 inh: human KCNK3 channel inhibition, primary screen. O14649. CHO-KCNK3 thallium flux, FluxOR fluorescence; active compounds read low. B-score at 10 µM. 340,000 tested, 0.84% active. AID 602410;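 active means B-score under library mean minus 4 SD, starting fluorescence ratio at most library mean plus 5 SD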;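 further: more negative B-score means stronger inhibition of thallium flux through KCNK3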
KCNQ1 inh: inhibitors of human KCNQ1 potassium channel | CHO-K1 KCNQ1, FluxOR thallium flux fluorescence; active compounds read high | 310,000 tested, 1.3% active | B-score at 10 µM | AID 2642 | P51787;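 active means compounds whose thallium flux B-score, printed positive for inhibition, exceeds three library SD while starting fluorescence stays within three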;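 further: channel opened by potassium depolarization with thallium stimulus after 20 min compound exposure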
hERG rescue: compounds protecting human hERG from proarrhythmic drug block; Q12809; CHO-hERG, FluxOR thallium flux, dofetilide IC70 present; activation (rescue from dofetilide block), less the hit threshold, % at 10 µM; 310,000 tested, 0.51% active;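 active means activation above the mean of controls blocked by dofetilide plus 5 SD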;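 further: thallium influx through hERG after potassium depolarization seen as dye fluorescence rise; in these data hits start at about 4.7%; inactives centre near -7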
KCNK9 inh: inhibitors of human KCNK9 two-pore domain potassium channel | B-score at 10 µM | Q9NPC2 | AID 488922 | HEK293 KCNK9, FluxOR thallium flux fluorescence; active compounds read low | 310,000 tested, 1.2% active;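 active means ratio B-score over 3 SD below the library mean, with starting fluorescence within 5 SD of its mean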;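 further: negative B-score means less thallium flux so channel inhibition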
TRPC4 inh: inhibitors of mouse TRPC4 channel. Q9QUQ5. 300,000 tested, 0.39% active. HEK293 TRPC4beta/mu-opioid, DAMGO-evoked Fluo4 calcium flux; active compounds read low. B-score at 10 µM;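 active means B-score over 3 SD under the library average, no early fluorescence shift, positive overall ratio signal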
Target sequence (Q9QUQ5 whole entry, looked up): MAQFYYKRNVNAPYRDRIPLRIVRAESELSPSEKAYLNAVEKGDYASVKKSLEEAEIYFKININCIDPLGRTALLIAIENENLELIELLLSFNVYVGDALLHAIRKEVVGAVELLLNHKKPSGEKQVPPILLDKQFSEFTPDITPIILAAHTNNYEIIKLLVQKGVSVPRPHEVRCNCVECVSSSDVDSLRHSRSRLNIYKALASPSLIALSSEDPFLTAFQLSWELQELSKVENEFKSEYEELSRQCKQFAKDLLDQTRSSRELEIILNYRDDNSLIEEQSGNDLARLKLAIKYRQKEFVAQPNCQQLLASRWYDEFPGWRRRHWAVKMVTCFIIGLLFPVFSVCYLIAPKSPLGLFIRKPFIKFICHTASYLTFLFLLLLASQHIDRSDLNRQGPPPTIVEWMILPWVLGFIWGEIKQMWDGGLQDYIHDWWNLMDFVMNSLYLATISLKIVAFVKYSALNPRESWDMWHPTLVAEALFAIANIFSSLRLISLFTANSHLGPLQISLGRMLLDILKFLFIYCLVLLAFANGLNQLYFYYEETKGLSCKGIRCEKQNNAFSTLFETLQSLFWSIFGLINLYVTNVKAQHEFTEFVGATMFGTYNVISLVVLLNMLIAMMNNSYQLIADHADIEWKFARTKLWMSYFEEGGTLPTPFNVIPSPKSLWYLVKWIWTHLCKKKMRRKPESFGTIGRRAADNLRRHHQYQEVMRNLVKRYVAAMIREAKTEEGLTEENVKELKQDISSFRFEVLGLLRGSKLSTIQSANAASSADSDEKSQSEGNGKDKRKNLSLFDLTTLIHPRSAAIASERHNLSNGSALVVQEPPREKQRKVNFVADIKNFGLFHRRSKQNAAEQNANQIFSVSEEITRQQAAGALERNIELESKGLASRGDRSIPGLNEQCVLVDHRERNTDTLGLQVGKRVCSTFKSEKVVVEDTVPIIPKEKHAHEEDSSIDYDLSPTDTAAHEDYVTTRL
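Test system – stable TRPC4beta/mu-opioid receptor HEK293 cells · Probe or stimulus – DAMGO, a submaximal dose followed by a maximal one · Dosing – one concentration per compound · Signal – Fluo4 calcium fluorescence by kinetic imaging, 5 s 1 Hz baseline · Evaluation – per-well B score of integrated baseline-normalized Fluo4 ratio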
KCNQ1 act: potentiates or activates the human KCNQ1 potassium channel | CHO-K1 KCNQ1, thallium flux FluxOR fluorescence; active compounds read high | B-score at 10 µM | 310,000 tested, 0.35% active | AID 2648;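 active means fluorescence ratio B-score, a plate-corrected score, at least three library SD, with initial intensity B-score within 5 SD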
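Assay system: stable KCNQ1 CHO-K1 line; medium: assay buffer, equal DMSO in all wells; timing: 90 min dye loading and 20 min compound exposure, both at room temperature; technique: kinetic FluxOR thallium fluorescence, 10-s 1-Hz baseline, 110-s post-stimulus read; read-out basis: B score of baseline-normalized fluorescence ratio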
DYRK1A inh: inhibitors of rat Dyrk1A kinase; AID 504441; 310,000 tested, 0.43% active; inhibition, % at 12.5 µM; Q63470; ADP-Glo luminescence, NFATc1 peptide; in the data active means inhibition above about 50%;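 further: plate controls were vehicle with enzyme for no effect and no enzyme for full effect; many of its hits are not listed in these tables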
Platelet DG rel: modulates dense granule release in human platelets; AID 1663; inhibition, %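 (compounds screened at 7.5 µM in platelet-rich plasma)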; human platelet-rich plasma, SFLLRN dense granule ATP release, luminescence; 300,000 tested, 0.22% active;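 active means mean replicate score, as percent of positive control, at or above 50; inconclusive means mean below 50 but at least one replicate at or above 50; inactive means mean and every replicate below 50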
PolyA inh: yeast polyadenylation inhibition; 300,000 tested, 0.02% active; calls only at 12 µM; S. cerevisiae SKY197-pL101 polyadenylation reporter, beta-gal luminescence; efflux-impaired pdr1/pdr3 knockout yeast; score 100 = 6 SD above DMSO; AID 1875;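 active means lowest replicate activity score at least 50, where 100 means six control SD above control mean; inconclusive means lowest score under 50 but half or more replicates reach 50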;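 further: yeast exposed to compound for 9 h at 30 °C; higher score means more reporter readthrough which indicates perturbed polyadenylation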
TRPC4 PAM: allosterically enhances the mouse TRPC4 cation channel | Q9QUQ5 | HEK293 TRPC4beta/mu-opioid, DAMGO EC20, Fluo-4 Ca2+ flux; active compounds read high | B-score at 10 µM | 310,000 tested, 0.42% active;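 active means B-score of calcium response area above 5 SD of library B-scores, with initial fluorescence ratio within 5 SD of library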;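 further: B-score of integrated fluorescence ratio over time as area under calcium response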
TRPC4 agonist: activators of mouse TRPC4 channel; Q9QUQ5; HEK293 TRPC4beta/mu-opioid, Fluo4 calcium fluorescence; active compounds read high; B-score at 10 µM; 310,000 tested, 0.49% active;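 active means B-score above 5 SD of library B-scores, and initial fluorescence ratio not above library mean plus 5 SD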;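 further: positive B-score marks a calcium rise read as TRPC4 activation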
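Technique: kinetic Fluo4 calcium fluorescence; Test system: TRPC4beta and mu-opioid receptor HEK293 stable cells; Measure: B-scored integrated calcium fluorescence ratio; Benchmarks: low control buffer alone, high control maximal DAMGO; Schedule: 45 min room-temperature Fluo4 loading, 110 s read.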
* marks the source's active call; other numbers are inactive results; i = inactive; ? = inconclusive; . = not tested or not shown.

SMILES	KCNK3 inh	KCNQ1 inh	hERG rescue	KCNK9 inh	TRPC4 inh	KCNQ1 act	DYRK1A inh	Platelet DG rel	PolyA inh	TRPC4 PAM	TRPC4 agonist
Cc1ccc(NC(=O)C(=Cc2ccc(C(=O)O)cc2)C(=O)Nc2ccc(C)cc2C)c(C)c1	i	i	-11.4	i	i	i	2.5	3.9	i	i	i
Cc1ccccc1-c1nc(-c2ccc(Br)o2)no1	i	i	-6.2	i	i	i	-4.0	1.3	i	i	i
COc1cc(C)c(C(C)C)cc1S(=O)(=O)NC1CC(C)(C)NC(C)(C)C1	i	i	5.7*	i	i	i	-2.6	19.7	i	i	i
Cc1ccc(S(=O)(=O)N(CC(O)CN2CCCC2)c2ccccc2)cc1 (stereo unspecified)	i	i	-9.9	i	i	i	5.9	8.1	i	i	i
S=c1nc(-c2ccccc2Br)[nH][nH]1	i	i	0.0	i	i	i	0.3	-4.9	i	i	i
CCOc1ccc(C(=O)Nc2ccc(NC(=O)c3cccs3)cc2)cc1[N+](=O)[O-]	i	i	-8.0	i	i	i	-4.6	10.1	i	i	i
COc1ccccc1CN1CCNC(=O)C1CC(=O)N(C)CC1CCOCC1 (stereo unspecified)	i	i	-4.5	i	i	i	-7.5	3.1	i	i	i
C=CCNc1oc(Cc2cccc3ccccc23)nc1C#N	i	i	-10.6	i	i	i	2.6	17.6	i	i	i
CC(C)c1c(C(=O)N/N=C/c2ccsc2)nnn1-c1nonc1N	i	i	-4.4	i	i	i	-0.1	20.4	i	i	i
O=C(NCc1ccccc1)c1onc(CSc2ccc(F)c(F)c2)c1C(=O)NCc1ccccc1	i	i	-11.2	i	i	i	36.2	0.4	i	i	i
Cn1c(S(=O)(=O)Cc2ccc(Cl)cc2)nc2ccccc21	i	i	-7.3	i	i	i	4.2	5.0	i	i	i
OC(COc1ccc2ccccc2c1Br)Cn1ccnc1 (stereo unspecified)	i	i	-17.9	i	i	i	20.7	?	i	i	i
CC(C)C(C(=O)O)N1C(=O)/C(=C/C=C/c2ccco2)SC1=S (stereo unspecified)	i	i	-4.5	i	i	i	-0.1	5.9	i	i	i
Fc1cccc(/C=C2\CCCC3=C2NC(=S)NC3c2cccc(F)c2)c1 (stereo unspecified)	i	i	-14.2	i	i	i	-1.0	1.1	i	i	i
CNC1=C([N+](=O)[O-])CC([N+](=O)[O-])=C(N2CCNCC2)N1C	i	i	-4.5	i	i	i	-0.9	-3.7	i	i	i
Cc1cc2cc(CNC(=O)c3ccc(Br)o3)ccc2[nH]1	i	i	-12.9	i	i	i	-0.4	7.7	i	i	i
Cc1cccc(NC(=S)NNC(=O)c2cccc([N+](=O)[O-])c2)c1	i	7*	-18.2	i	i	i	1.5	13.9	i	i	i
CC(C)(C)n1cnc2cc(NC(=O)c3ccccc3)ccc21	i	i	-3.2	i	i	i	18.1	0.2	i	i	i
CN(C)S(=O)(=O)c1cccc(NC(=S)N/N=C/C(c2ccccc2)c2ccccc2)c1	i	i	-5.3	i	i	i	-10.8	0.3	i	i	i
O=C(NC(=S)Nc1ccccc1N1CCCC1)c1ccc(-c2cccc([N+](=O)[O-])c2)o1	i	i	-1.2	i	i	8*	0.2	6.3	i	i	i
Cc1cc(C)n(Cc2ccc(NC(=O)c3nn(C)cc3[N+](=O)[O-])cc2)n1	i	i	-12.4	i	i	i	-7.1	-4.4	i	i	i
Cc1ccc(C)c(NC(=S)N2CCC(c3nc4ccccc4s3)CC2)c1	i	i	-4.5	i	i	i	-4.0	0.0	i	i	i
Cc1cc(C)cc(N(CC(=O)NC2CCC(C)CC2)S(=O)(=O)c2c(C)[nH]c(=O)[nH]c2=O)c1 (stereo unspecified)	i	i	-7.6	i	i	i	11.9	5.8	i	i	i
COc1cc(C(O)P(=O)(OC(C)C)OC(C)C)cc(OC)c1OC (stereo unspecified)	i	i	-3.7	i	i	i	3.3	-7.6	i	i	i
CCC(=O)c1cn(CC(=O)Nc2cccc(C)c2)c2ccccc12	i	i	-5.5	i	i	i	-4.0	4.4	i	i	i

Next section, starting with the last 7 of the part before.
SMILES	KCNK3 inh	KCNQ1 inh	hERG rescue	KCNK9 inh	TRPC4 inh	KCNQ1 act	DYRK1A inh	Platelet DG rel	PolyA inh	TRPC4 PAM	TRPC4 agonist
CN(C)S(=O)(=O)c1cccc(NC(=S)N/N=C/C(c2ccccc2)c2ccccc2)c1	i	i	-5.3	i	i	i	-10.8	0.3	i	i	i
O=C(NC(=S)Nc1ccccc1N1CCCC1)c1ccc(-c2cccc([N+](=O)[O-])c2)o1	i	i	-1.2	i	i	8*	0.2	6.3	i	i	i
Cc1cc(C)n(Cc2ccc(NC(=O)c3nn(C)cc3[N+](=O)[O-])cc2)n1	i	i	-12.4	i	i	i	-7.1	-4.4	i	i	i
Cc1ccc(C)c(NC(=S)N2CCC(c3nc4ccccc4s3)CC2)c1	i	i	-4.5	i	i	i	-4.0	0.0	i	i	i
Cc1cc(C)cc(N(CC(=O)NC2CCC(C)CC2)S(=O)(=O)c2c(C)[nH]c(=O)[nH]c2=O)c1 (stereo unspecified)	i	i	-7.6	i	i	i	11.9	5.8	i	i	i
COc1cc(C(O)P(=O)(OC(C)C)OC(C)C)cc(OC)c1OC (stereo unspecified)	i	i	-3.7	i	i	i	3.3	-7.6	i	i	i
CCC(=O)c1cn(CC(=O)Nc2cccc(C)c2)c2ccccc12	i	i	-5.5	i	i	i	-4.0	4.4	i	i	i
CCCCn1c(N)c(N2CCOCC2)c(=O)n(CC(=O)NC(C)c2ccccc2)c1=O (stereo unspecified)	i	i	-0.8	i	i	i	-3.1	-6.9	i	i	i
O=C(CCN1C(=O)/C(=C/c2ccccc2F)SC1=S)NCCCn1ccnc1	i	i	-8.6	i	i	i	-2.3	-5.5	i	i	i
COCC(=O)N1CCC(Oc2ccc(C(=O)NC(C)c3csc(C)n3)cc2)CC1 (stereo unspecified)	i	i	-6.4	i	i	i	-7.7	-12.4	i	i	i
CCOC(=O)C(NC(C)=O)(Nc1ccc(S(N)(=O)=O)cc1)C(F)(F)F (stereo unspecified)	i	i	-2.3	i	i	i	-2.6	-3.5	i	i	i
COc1nc(NCC(C)C)nc(Oc2ccc(=O)n(-c3ccccc3)n2)n1	i	i	-5.2	i	i	i	-0.5	0.4	i	i	i
Cc1nn(CC(=O)Nc2ccc(C(=O)N3CCCC3)cc2)c(=O)c2ccccc12	i	i	-4.4	i	i	i	-6.1	-4.3	i	i	i
Cc1cccn2cc(CNc3ccccc3)nc12	i	i	-3.6	i	i	i	-5.4	0.2	i	i	i
COc1ccc(C(=O)OCCNC(=O)c2ccncc2)cc1OC	i	i	-0.2	i	i	i	0.4	-3.0	i	i	i
COc1ccccc1-c1noc(-c2ccccc2C(=O)N2CCOCC2)n1	i	i	-5.1	i	i	i	3.2	0.5	i	i	i
NS(=O)(=O)c1ccc(CNC(=O)c2csc3c2CCCC3)cc1	i	i	-10.2	i	i	i	0.3	6.1	i	i	i
CCNc1nc(NC(C)C)nc(SCCOc2ccc(C)cc2)n1	i	i	-17.8	i	i	i	5.9	-7.7	i	i	i
O=C(Nc1ccc(-c2cn3c(n2)SCC3)cc1)c1ccc2c(c1)OCO2	i	i	-14.8	i	i	i	.	-5.7	i	i	i
CCc1nnc(NC(=O)CSc2nc3c(C)cccc3[nH]2)s1	i	i	-8.2	i	i	i	-4.3	-8.9	i	i	i
CC(=O)c1cn(C)c(=O)c2ccccc12	i	i	-8.5	i	i	i	.	-0.8	i	i	i
CN1CCN(CC2(O)CCN(S(=O)(=O)c3ccc(Cl)cc3)CC2)CC1	i	i	-3.2	i	i	i	-1.1	3.3	i	i	i
O=C(N/C(=C/c1cccs1)C(=O)N1CCCC1)c1ccccc1	i	i	-6.9	i	i	i	-4.3	-6.9	i	i	i
O=C1C2CCCN2C(c2ccco2)N1c1ccc(F)cc1 (stereo unspecified)	i	i	-12.9	i	i	i	2.5	17.9	i	i	i
CC1(C)OC(=O)C(=CNC(CCC(N)=O)C(=O)O)C(=O)O1 (stereo unspecified)	i	i	-7.8	i	i	i	2.5	0.0	i	i	i
Brc1ccc(Oc2nnnn2-c2ccccc2)cc1	i	i	0.5	i	i	i	2.2	2.3	i	i	i
CCOC(=O)Cc1csc(NC(=O)CSc2nnc(-n3nc(C)cc3C)c3ccccc23)n1	i	i	-19.4	i	i	i	-4.2	-0.2	i	i	i
CCn1c(SCc2ccc([N+](=O)[O-])cc2)nnc1C(C)NC(=O)c1ccc(C)cc1 (stereo unspecified)	i	i	-1.0	i	i	i	-0.4	3.4	i	i	i
COc1ccc(-c2nc(-c3ccc(Br)o3)no2)cc1	i	i	-0.8	i	i	i	-1.6	21.7	i	i	i
O=C(Nc1nc2ccccc2[nH]1)NC1CCCCC1	i	i	-14.1	i	i	i	8.2	0.3	i	i	i
CCOc1ccc(CC(=O)N2CCN=C2SCc2ccc([N+](=O)[O-])cc2)cc1	i	i	-4.0	i	i	i	.	-4.2	i	i	i
CC(=O)c1ccc(NC(=O)/C(=C\c2cccs2)NC(=O)c2ccco2)cc1	i	i	-6.2	i	i	i	-1.3	4.1	i	i	i
O=c1[nH]cnc2scc(-c3ccc(-c4ccccc4)cc3)c12	i	i	-6.7	i	i	i	-0.7	7.0	i	i	i
Cc1ccc(C)c(C(C)NC(=S)NCc2ccc(F)cc2)c1 (stereo unspecified)	i	i	-9.6	i	i	i	-6.5	33.8	.	i	i
O/N=C1/C2C3CC4C5C3C1C5C1(OCCO1)C42 (stereo unspecified)	i	i	-8.5	i	i	i	2.6	-16.8	i	i	i
O=C1CSc2ccc(C(=O)NCCC3=CCCCC3)cc2N1	i	i	-5.8	i	i	i	11.8	0.6	i	i	i
COc1ccc(S(=O)(=O)n2nc(C)cc2C)c(C)c1C	i	i	-6.6	i	i	i	.	-5.4	i	i	i

Assay outcomes (PubChem BioAssay)

An excerpt (hit frequency here may not be typical).
